DT40 TDP1 no CPT – qHTS for Inhibitors of human tyrosyl-DNA phosphodiesterase 1 (TDP1): qHTS in cells in absence of CPT. DT40 Tdp1-/- hTDP1 cells, no CPT, ATP luminescence, 48 h. Potency, µM (highest dose often 46.2 µM), without a hit: at the top dose activity change, negative = growth inhibition, usual class: inhibitors. 420,000 tested, 15% active. AID 686978, 2013; note: nearly all actives have a fitted effect of over 55% in size
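Growth kinetics read by CellTiter-Glo luminescence after ≥48 hr at 37 °C. Cells: DT40 Tdp1-/- stably carrying human TDP1, 400 per well, compound exposure in the absence of CPT (DMSO vehicle).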
TDP1 inh – TDP1 (human) enzyme inhibition; Q9NUW8; recombinant TDP1, AlphaScreen DNA substrate cleavage; AID 485290; Potency, µM (highest dose often 130 µM), without a hit: at the highest dose activity change, negative = inhibition, actives largely listed as inhibitors; 350,000 tested, 0.28% active; note: nearly all actives have a fitted effect of over 40% in size
Target sequence (Q9NUW8 whole entry, looked up): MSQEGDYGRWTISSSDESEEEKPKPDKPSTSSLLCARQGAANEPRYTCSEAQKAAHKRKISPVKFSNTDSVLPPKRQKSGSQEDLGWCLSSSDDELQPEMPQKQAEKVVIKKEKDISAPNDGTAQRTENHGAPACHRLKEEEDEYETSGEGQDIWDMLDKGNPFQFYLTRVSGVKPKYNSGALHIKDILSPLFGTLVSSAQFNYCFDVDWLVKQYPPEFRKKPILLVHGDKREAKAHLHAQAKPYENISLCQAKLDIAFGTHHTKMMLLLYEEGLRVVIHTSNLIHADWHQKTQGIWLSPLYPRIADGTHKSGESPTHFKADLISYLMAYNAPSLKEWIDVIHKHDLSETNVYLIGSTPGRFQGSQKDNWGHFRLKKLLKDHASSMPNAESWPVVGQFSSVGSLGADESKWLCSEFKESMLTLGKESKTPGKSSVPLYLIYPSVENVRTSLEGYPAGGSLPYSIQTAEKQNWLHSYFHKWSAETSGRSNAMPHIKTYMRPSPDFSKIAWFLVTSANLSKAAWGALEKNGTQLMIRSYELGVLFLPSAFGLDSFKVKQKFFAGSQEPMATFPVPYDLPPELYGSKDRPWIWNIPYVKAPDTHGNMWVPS
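Recombinant E. coli-expressed Tdp1 (1 nM) preincubated with compound 15 min at RT, then 5'-biotin/3'-phosphotyrosine-FITC DNA substrate (15 nM) added for 5 min. AlphaScreen beads (10 ug/ml) added, 10 min RT; tyrosine-FITC cleavage read as signal loss.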
DT40 TDP1 CPT – DT40-hTDP1 cell growth loss with CPT; Potency, µM (doses to about 46.2 µM), for inactives: top-dose activity change, negative = growth inhibition, usual class: inhibitors; 420,000 tested, 12% active; chicken DT40 Tdp1-/-;hTDP1 cells + 20 nM CPT, ATP luminescence, 48 h; note: nearly all actives have a fitted effect of over 55% in size
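Chicken DT40 Tdp1-/- cells complemented with human TDP1, 400 cells/well, exposed to compounds plus 20 nM camptothecin for at least 48 h at 37 C; viability read as ATP content by CellTiter-Glo luminescence.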
* hit, by the source's call; ? = inconclusive; . = not tested or not shown; [ ] = remark or other dose. Calls come from the whole dose curve; as a rule, active = well fitted curve in the direction sought with a large enough effect; inconclusive = small, poorly fitted or top-dose-only effect, or another doubt; inactive = no such curve, though single readings can be large; an effect the other way counts as inactive or inconclusive. % is set by controls: 0 for no effect and ±100 for the full control effect; potency is the fitted concentration of half-maximal effect.

Each structure is followed by: DT40 TDP1 no CPT, TDP1 inh, DT40 TDP1 CPT
- O=c1/c(=C/c2ccco2)sc2nc(-c3ccccc3Br)nn12
 : -10%, 2%, 1%
- Cc1cc(C)n2nc(-c3ccco3)nc2n1
 : 4%, ., 4%
- COc1ccc(C/C(N)=N/OC(=O)c2ccc(Cl)cc2)cc1
 : -16%, 1%, 0%
- CCCCn1c(SCC(=O)NC(=O)Cc2ccccc2)nc2ccccc2c1=O
 : 6%, 1%, -13%
- O=C(C1CCN(S(=O)(=O)Cc2ccccc2)CC1)N1CCN(c2ccccc2F)CC1
 : -27%, 9%, ?
- FC(F)Oc1ccc(NC(=S)Nc2ccc3cn[nH]c3c2)cc1
 : -8%, 2%, -7%
- CC(C)NC(=O)C12CC3CC(C1)CC(n1cnc(Cl)n1)(C3)C2
 : -14%, 2%, -9%
- Cc1ccc(O)c(CCc2ccc(O)cc2)n1
 : -20%, 5%, 3%
- O=C(NCCN1CCNC1=O)C1CCC(=O)N(CCc2ccccc2)C1 (stereo not given)
 : -7%, 1%, 1%
- CCCN(CC1CC1)C(=S)NC(=O)c1ccccc1Br
 : ?, 2%, ?
- COc1cccc(CNc2ncnc3sc(C(=O)N4CC5CCC4C5)c(C)c23)c1OC (stereo not given)
 : -15%, ., -10%[9.04 µM]
- Cc1cc(Nc2ccc(Cl)cc2)nc(NCc2ccccc2)n1
 : 8.2µM*, 3%, 7.3µM*
- O=[N+]([O-])c1ccccc1S(=O)(=O)N1CCN(Cc2ccc3c(c2)OCO3)CC1
 : ?, 0%, 1%
- CCCCCC(=O)NC(=S)Nc1cccc(-c2nc3ncccc3o2)c1
 : 0%, ., -7%
- Cc1ccc(C)c(N2CCN(C(=O)C(Cc3ccccc3)n3cccc3)CC2)c1 (stereo not given)
 : 23µM*, 5%, 23µM*
- CN(CC(=O)Nc1ccc(Cl)c(C(F)(F)F)c1)C(=O)/C=C/c1ccco1
 : 18µM*, -3%, 18µM*
- CCOC(=O)CSc1nc2sc3c(c2c(=O)n1-c1ccc(OC)cc1)CCN(C)C3
 : ?, ., ?
- C[C@H](NC(=O)c1nc[nH]c1C(=O)NC(c1ccccc1)c1ccccc1)C(=O)OCc1ccccc1
 : 23µM*, 8%, 23µM*
- Cc1ccc(CNC(=O)c2oc3ccc(S(=O)(=O)N4CCC(C)CC4)cc3c2C)cc1
 : 16µM*, 3%, ?
- CN(C)C(=O)CCSc1nnc(-c2ccco2)o1
 : 7%, -5%, 10%
- CCN(CC)CC(=O)c1ccc(-c2ccccc2)cc1
 : -13%, 6%, -15%
- Cn1c(=O)[nH]c(=O)c2c1nc(N1CCCCC1)n2C/C=N/NC(=O)c1cc(Br)ccc1O
 : 2%, 6%, -24%
- O=C(NC1CCN(S(=O)(=O)c2ccccc2F)CC1)c1cccnc1
 : -3%, -7%, -7%
- Cc1ccc(C)c(NC(=O)c2ccc3c(c2)CCCN3S(C)(=O)=O)c1
 : -13%, 0%, -15%
- O=C(Nc1ccc(S(=O)(=O)N2CCC(C(=O)NC3CCCCC3)CC2)cc1)c1ccco1
 : ?, -4%, -20%
- CC1CCN(C(=O)CN2C(=O)C(=O)N(C)C2=O)c2ccccc2S1 (stereo not given)
 : -1%, 1%[56.1 µM], -12%
- Cn1c(-c2ccccc2)cc(=O)cc1-c1ccccc1
 : -18%, ., -8%
- COC(=O)c1ccc(Cn2c(C)c(C(=O)NCc3cccc([N+](=O)[O-])c3)sc2=O)o1
 : ?, ., ?
- CCOC(=O)/C=C1\CN(C(C)c2ccccc2)S(=O)(=O)c2ccccc21 (stereo not given)
 : -26%, ., -29%
- CCCCCCC(=O)NC(Nc1ccc(S(N)(=O)=O)cc1)C(Cl)(Cl)Cl (stereo not given)
 : ?, 4%, ?
- CC[n+]1c(/C=C/c2ccc(OC(C)=O)c(OC)c2)ccc2ccccc21
 : 18µM*, ., 16µM*
- COc1ccc(C(=S)Nc2ccccc2)cc1
 : -16%, 1%, -2%
- O=S(=O)(Nc1nc2ccccc2nc1Cl)c1ccc2ccccc2c1
 : ?, 1%, ?
- COc1ccccc1NC(=O)COC(=O)Cc1ccc(S(=O)(=O)N2CCCCC2)s1
 : 4%, 3%, 10%
- CC(C)c1ccc(NC(=O)Nc2nc(CN)cs2)cc1
 : ?, ., ?
- Clc1nc(CN2CCCCC2)nc2sc3c(c12)CCC3
 : 18µM*, 3%, ?
- COc1ccc2[nH]c3c(N4CC(C)OC(C)C4)ncnc3c2c1 (stereo not given)
 : 15µM*, 6%, ?
- O=C(NCc1ccc(F)cc1)C(=O)NCC(c1ccco1)S(=O)(=O)c1cccs1 (stereo not given)
 : ?, 3%, ?
- CCc1c(C)nc(N)n2c(SCC(=O)N3CCCc4ccccc43)nnc12
 : -3%, -2%, ?
- CCCCn1c(N)c(N(CC(C)C)C(=O)c2ccc(S(=O)(=O)N3CCCCCC3)cc2)c(=O)[nH]c1=O
 : ?, 0%, 4%
- CC(C(=O)c1ccccc1)[n+]1cccc(C(N)=O)c1 (stereo not given)
 : -7%, -1%, 3%
- Cc1oc(-c2ccccc2NC(=O)c2ccccc2)nc1CNC(=O)c1c(-c2ccccc2)noc1C
 : -12%, ., 0%[9.04 µM]
- CC(Oc1cccc(Cl)c1)C(=O)Nc1ccc(N2CCOCC2)cc1N1CCOCC1 (stereo not given)
 : 13µM*, ., ?
- CCc1ccc(Nc2nnc(SCC(=O)NC(=O)c3cccn3C)s2)cc1
 : -6%, -8%, -12%
- Cc1cccn2c(CN(C)C3CCCc4ccccc43)c(C(=O)N3CCOCC3)nc12 (stereo not given)
 : 18µM*, 1%, ?
- Cc1c(Br)c([N+](=O)[O-])nn1CC(=O)NC1CCCCCC1
 : -16%, -3%, 2%
- CC(C)(C)c1ccc(C(=O)N2CCC(=O)N(C(COCc3ccccc3)Cc3ccccc3)CC2)cc1 (stereo not given)
 : 21µM*, 5%, 15µM*
- CC(NC(=O)c1ccnn1C)C1CCCO1 (stereo not given)
 : 20%, 6%, 0%
- O=c1c2c3c(sc2ncn1/N=C/c1ccccc1)CCCC3
 : -9%, 2%, 5%
- CNC(=O)c1[nH]cnc1C(=O)Nc1cccc(OC)c1
 : -30%, 5%, ?

(listing goes on)
Each structure is followed by: DT40 TDP1 no CPT, TDP1 inh, DT40 TDP1 CPT
- CC(C)(C)C1=Nn2c(nnc2-c2ccccc2F)SC1
 : -25%, 5%, ?
- COc1ccc(C(=O)CSc2nnc(CNC(=O)c3ccco3)n2C)cc1
 : -5%, 8%, 3%
- O=S(=O)(Nc1cccc(Cl)c1)c1cccc(-n2cnnn2)c1
 : -13%, 3%, 1%
- CC1CCc2sc(C(=O)NC3CCN(Cc4ccccc4)CC3)cc2C1 (stereo not given)
 : 13µM*, 2%, 21µM*
- COc1ccc(C2=NN(C(=O)c3ccco3)C(c3cccs3)C2)cc1OC (stereo not given)
 : ?, ., ?
- Cc1[nH]c2ccc(-c3n[nH]c(=S)n3Cc3ccccc3)cc2c1C
 : 16µM*, 10%, 23µM*
- Cc1cc(C)n(-c2cc(C(=O)O)cc(C(=O)O)c2)n1
 : 5%, -5%, -3%
- COc1cc(C2NC(=O)NC(O)(C(F)(F)F)C2C(=O)c2cccs2)ccc1O (stereo not given)
 : 3%, 2%, -9%
- Nc1nc(SCn2nnc3ccccc3c2=O)n[nH]1
 : 2%, 6%, -3%
- O=C1Nc2ccc(F)cc2C12Nc1ccccc1-c1nnc(SCc3ccccc3Cl)nc1O2 (stereo not given)
 : ?, 7%, ?

Entries of single compounds, quoted from the list. Order of screens: DT40 TDP1 no CPT	TDP1 inh	DT40 TDP1 CPT
Listed for Nc1nc(SCn2nnc3ccccc3c2=O)n[nH]1 = 2%	6%	-3%
Listed for COc1ccc(C2=NN(C(=O)c3ccco3)C(c3cccs3)C2)cc1OC (stereo not given) = ?	.	?
Listed for COc1ccc(C(=O)CSc2nnc(CNC(=O)c3ccco3)n2C)cc1 = -5%	8%	3%
Listed for O=C1Nc2ccc(F)cc2C12Nc1ccccc1-c1nnc(SCc3ccccc3Cl)nc1O2 (stereo not given) = ?	7%	?
Listed for CC1CCc2sc(C(=O)NC3CCN(Cc4ccccc4)CC3)cc2C1 (stereo not given) = 13µM*	2%	21µM*

Next results.
structure	DT40 TDP1 no CPT	TDP1 inh	DT40 TDP1 CPT
COc1cccc(NC(C)=[N+](C)CCNS(=O)(=O)c2ccc(Cl)cc2)c1	-23%	4%	?
O=C(COC(=O)C12CC3CC(CC(O)(C3)C1)C2)Nc1ccc(Cl)cc1F	?	-1%	-6%
Cc1cc(OCCCCOc2ccc(S(N)(=O)=O)c(C)c2)ccc1S(N)(=O)=O	?	.	18µM*
Cc1ccc(OCc2nc(C#N)c(N3CCCC3)o2)cc1	?	2%	?
COc1ccc(OC)c(C(=O)c2ccc(C(=O)Nc3ccccc3)cc2)c1	-25%	0%	-9%
O=C(COC(=O)Cc1cccs1)NCC(=O)Nc1ccc(F)cc1	3%	0%	11%
CCNC(=O)C1(C)CCN(C(=O)c2ccccc2OC(F)(F)F)C1 (stereo not given)	1%	.	-9%
O=C(NNC(=O)C12CC3CC(CC(Br)(C3)C1)C2)c1ccccc1F	6%	-4%	-6%
Cc1ccc(OCCOCCn2ccnc2)c(Br)c1	23µM*	8%	-26%
CCCOc1ccc(C(=O)NCCC(=O)NCCCC(=O)O)cc1	-13%	0%	-6%
Cc1cc(Nc2ccc(Br)cc2)nc(-c2ccccc2O)n1	-25%	-4%	?
O=C1c2ccccc2C(=O)N1CCn1ccnc1	19%	4%	2%
COc1cccc(OCCCCn2c(-c3ccc(Cl)cc3)nc3ccccc3c2=O)c1	-6%	.	-13%
Cc1ccccc1-n1nnnc1SCC(=O)NCC1(N2CCOCC2)CCCCC1	?	0%	?
O=C(Nc1cccc(-c2cn3ccsc3n2)c1)c1ccccc1	?	4%	-12%
CS(=O)(=O)c1ccccc1C(=O)Nc1cccc2ncccc12	0%	-2%	-6%
N#Cc1ccc(OCc2ccc(C(=O)O)o2)cc1	9%	.	-20%
COc1ccc(C2c3c(n(C)c4ccccc34)C(=O)N2CC(=O)Nc2cccc(Cl)c2C)cc1 (stereo not given)	?	3%	?
COc1ccc(CN2C[C@@H](CO)O[C@@H](n3cnc4c(NCCN(C)C)ncnc43)C2)cc1	-20%	.	?
Cc1cc(C)c2cc3c(ccn3C3OC[C@H](O)[C@H](O)[C@H]3O)cc2n1 (stereo not given in full)	-25%	-2%	-2%
COc1cc(/C=C2/SC(=S)NC2=O)ccc1OS(=O)(=O)c1ccc(C)cc1	15µM*	6%	?
CC(=O)N1c2c(cc(Br)cc2S(=O)(=O)Nc2c(C)n(C)n(-c3ccccc3)c2=O)CC1C (stereo not given)	-13%	1%	-1%
COc1ccc(/C=N/n2c(=O)[nH]c3c([nH]c4ccc(Cl)cc43)c2=O)cc1CN1CCCCC1	?	-1%	12%
CCCCn1nnnc1C(c1ccc(OC)cc1)N1CCN(C/C=C/c2ccccc2)CC1 (stereo not given)	18µM*	.	?
Clc1ncnc2scc(-c3ccc(Br)cc3)c12	?	5%	?
C=CCOc1cccn2c(N(C=O)Cc3ccc(OC)cc3)c(CC)nc12	12µM*	.	18µM*
COc1ccc(C(=O)N2CCCC(CO)(Cc3ccccc3C)C2)o1 (stereo not given)	?	8%	?
c1ccc(NN(Cc2ccccn2)c2ccccc2)cc1	?	.	-2%
CCN1C(C)=C(C)S/C1=C1\SC(=S)N(NC(C)=O)C1=O	13%	.	-4%
Cc1noc(C)c1COc1ccc(C(=O)N2CCCC(C(F)(F)F)C2)cc1 (stereo not given)	?	0%	?

Reformatted as labelled records: entries from further up
O=C(COC(=O)Cc1cccs1)NCC(=O)Nc1ccc(F)cc1
  DT40 TDP1 no CPT: 3%
  TDP1 inh: 0%
  DT40 TDP1 CPT: 11%
O=C(COC(=O)C12CC3CC(CC(O)(C3)C1)C2)Nc1ccc(Cl)cc1F
  DT40 TDP1 no CPT: ?
  TDP1 inh: -1%
  DT40 TDP1 CPT: -6%
Cc1ccc(O)c(CCc2ccc(O)cc2)n1
  DT40 TDP1 no CPT: -20%
  TDP1 inh: 5%
  DT40 TDP1 CPT: 3%
COc1cccc(NC(C)=[N+](C)CCNS(=O)(=O)c2ccc(Cl)cc2)c1
  DT40 TDP1 no CPT: -23%
  TDP1 inh: 4%
  DT40 TDP1 CPT: ?

Bioassay records (PubChem)
